Screening results (PubChem)
Peg3 prom inh – reduces Peg3 promoter-driven luciferase expression in HeLa; HeLa PEG-Prom luciferase reporter, luminescence, overnight; AID 588405; hit rate 1.7% among 360,000; inhibition, % at 20 µM;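 active = inhibition of at least 50% at 20 µM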
Shn3 3UTR inh – Schnurri-3 reporter inhibition in Clone20 osteoblasts | Clone20 osteoblast Shn3 3'UTR firefly luciferase, 24 h | inhibition, % at 12.5 µM | hit rate 0.52% among 360,000;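 active = mean inhibition of at least 75% with every replicate also reaching 75%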;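 note: 0% = median of neutral control wells and 100% = pilot-screen positive control compound; some compounds past the cut are filed as inactive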
TRPM1 prom inh – reduces MITF-dependent TRPM1 promoter luciferase signal; SK-MEL-5 TRPM1 promoter luciferase, 24 h; inhibition, % at 12.5 µM; hit rate 0.83% among 330,000;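 active = mean inhibition across replicates of 60% or more, whatever share of single replicates reaches that level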; note: values of inactives mirror those of a sister screen read the other way
NR2E3 ag-1 – agonists of human NR2E3 nuclear receptor | hit rate 0.35% among 360,000 | AID 602229 | Q9Y5X4 | CHO-S Gal4-NCOR/VP16-NR2E3 two-hybrid, luciferase | inhibition of corepressor binding, % at 3.98 µM;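 active = inhibition above the mean of all tested compounds plus 3 SD, cut at about 70% in these data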;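 note: 0% = DMSO with NR2E3 transfected cells and 100% = cells lacking NR2E3 construct; higher means lower luciferase signal from less NR2E3 corepressor binding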
Target sequence (Q9Y5X4 whole entry, looked up, the tested form may be a part): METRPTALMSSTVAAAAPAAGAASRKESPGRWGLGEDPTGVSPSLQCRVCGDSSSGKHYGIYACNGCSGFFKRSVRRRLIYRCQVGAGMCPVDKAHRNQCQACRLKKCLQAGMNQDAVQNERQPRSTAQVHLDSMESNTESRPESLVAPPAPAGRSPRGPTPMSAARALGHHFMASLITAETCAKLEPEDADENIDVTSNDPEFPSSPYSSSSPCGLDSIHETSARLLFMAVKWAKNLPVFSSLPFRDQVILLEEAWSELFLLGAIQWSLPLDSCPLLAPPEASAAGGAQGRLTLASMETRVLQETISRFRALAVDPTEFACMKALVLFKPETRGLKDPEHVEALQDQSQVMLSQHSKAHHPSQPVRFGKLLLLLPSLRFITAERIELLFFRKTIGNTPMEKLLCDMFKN
PDI inh – blocks human protein disulfide isomerase activity | inhibition, % at 10 µM | AID 588391 | P07237 | PDI insulin aggregation turbidity, A650, 90 min | hit rate 0.052% among 350,000;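 active = mean inhibition across replicates of 30% or more, whatever share of single replicates reach that level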;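 note: absorbance from insulin aggregation driven by PDI reduction with DTT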
Target sequence (P07237 whole entry, looked up): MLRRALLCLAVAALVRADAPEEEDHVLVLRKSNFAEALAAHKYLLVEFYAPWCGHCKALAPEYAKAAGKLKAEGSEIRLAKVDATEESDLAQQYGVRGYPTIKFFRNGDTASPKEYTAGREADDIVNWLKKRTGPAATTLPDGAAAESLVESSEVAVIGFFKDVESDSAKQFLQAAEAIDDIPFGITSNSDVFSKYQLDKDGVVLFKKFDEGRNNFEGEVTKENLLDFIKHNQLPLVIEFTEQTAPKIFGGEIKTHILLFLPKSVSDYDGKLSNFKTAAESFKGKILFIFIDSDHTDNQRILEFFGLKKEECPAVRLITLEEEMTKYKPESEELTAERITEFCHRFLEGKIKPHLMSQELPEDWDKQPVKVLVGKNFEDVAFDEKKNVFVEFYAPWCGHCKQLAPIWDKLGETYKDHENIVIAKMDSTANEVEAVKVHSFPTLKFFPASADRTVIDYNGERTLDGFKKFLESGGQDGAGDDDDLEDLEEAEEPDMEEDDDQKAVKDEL
CaV13 ICDI inh – Primary screen for inhibitors of IQ motif and Ca2+-dependent inactivation inhibitor domain binding in CACNA1D, Förster resonance energy transfer in living cells, … | hit rate 0.098% among 340,000 | inhibition, % at 12.3 µM | HEK cells, CFP/YFP FRET ICDI-IQ, plate reader, 10 min; percent FRET-ratio fall versus neutral wells;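 active = mean replicate inhibition of at least 30% and at least 1% of replicates passing that level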;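 note: 0% = median of the neutral control wells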
HIF-2a block – HIF-2a inhibition; hit rate 0.72% among 360,000; AID 624352; 786-0 RCC cells HIF-2a reporter, luciferase luminescence, overnight; inhibition, % at 18.8 µM;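 active = inhibition of the luminescence signal of 40% or more relative to plate controls, in a single-dose primary screen at 18.75 µM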
Cardio protect – protects H9c2 cardiomyocytes from peroxide injury; H2O2 injury protection, ATPLite, 2 h; protection from H2O2 cell death, % at 20 µM; hit rate 0.63% among 360,000;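 active = compounds giving at least 50% protection of heart cells from peroxide-induced death in the single-dose screen, raw or plate-pattern-corrected value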;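 note: 0% = DMSO wells with peroxide and 100% = DMSO wells without peroxide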
NR2E3 ag-2 – agonists of human nuclear receptor NR2E3 | GST-NR2E3/biotin-RetCOR TR-FRET, 1536-well | inhibition of corepressor binding, % at 4.78 µM | hit rate 0.12% among 320,000 | AID 2300;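 active = percent inhibition above the cutoff of mean plus 3 SD of all tested compounds, set per screening campaign, cut at about 20% in these data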;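 note: 0% = DMSO wells and 100% = biotin wells as full block of FRET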
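Material: NR2E3–RetCOR corepressor complex / Incubation: Compound–protein incubation for 5 h at 4 °C / Dosing: compound at 4.8 µM, single dose / Detection: time-resolved FRET / Benchmarks: high control biotin, low control 0.6% DMSO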
m5-HT2A agonist – agonists of mouse serotonin 5-HT2A receptor (HTR2A) | P35363 | hit rate 0.66% among 360,000 | CHO-K1 mHTR2A beta-arrestin complementation, luminescence; percent of 30 µM serotonin response | activation, % at 7.6 µM;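 active = activation above a run cutoff, the mean activation of all tested compounds plus 3 SD, cut at about 14% in these data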;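 note: 0% = plate median of compound wells and 100% = 30 µM serotonin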
iPSC survival up – enhancers of human iPSC single-cell survival. hit rate 0.044% among 360,000. hiPSC single-cell survival, ATPlite luminescence; 100% = ROCK inhibitor wells, 0% = DMSO. survival enhancement, % at 20 µM. AID 602274; in the data active = survival enhancement above about 18%;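 note: cells exposed to compounds for 16 hours before the ATP read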
Numbers without * were called inactive; · = not tested or not shown. Compounds were not picked by outcome; overall some 3.9% were active at least once.

(1) Cc1cccn2c(=O)c(C(=O)NCCCN3CCCCC3C)c(O)nc12 (centres undefined)
(2) CCOc1ccc(NC(=O)CN(C)c2ccc(S(=O)(=O)N(C(C)C)C(C)C)cn2)cc1OCC
(3) NC(=O)SC/C(=N\S(=O)(=O)c1ccccc1)Nc1ccccc1
(4) CCc1ccc(NC(=O)CCc2ccc(CC)o2)cc1
(5) C[C@H]1C=CC(=O)O[C@H]1c1ccccc1
(6) Cc1ccc(NC(=O)/C(=C/c2cccc([N+](=O)[O-])c2)NC(=O)C2CCCCC2)c(C)c1
Assay by compound	1	2	3	4	5	6
NR2E3 ag-1	15	1	-14	-15	1	5
PDI inh	-2	-1	2	5	0	-1
Cardio protect	2	-2	-4	2	19	3
iPSC survival up	0.5	3.4	2.5	-0.4	-3.4	0.2
CaV13 ICDI inh	-3	0	-8	-19	-5	-8
TRPM1 prom inh	-8	10	4	-6	4	4
Shn3 3UTR inh	12	17	-7	-7	-29	43
NR2E3 ag-2	-3	-3	0	2	1	-3
HIF-2a block	19	15	10	-58	2	12
Peg3 prom inh	4	31	2	-15	31	59*
m5-HT2A agonist	2	0	2	-2	12	11

Single values from the entries so far:
Value of compound 2 under TRPM1 prom inh: 10
Value of compound 1 under CaV13 ICDI inh: -3

The list continues.
(7) CC1CC(=O)NC(=O)N1Cc1ccccc1 (centres undefined)
(8) COc1ccc(NC(=O)c2cccc(-c3ccc(O)cc3)c2)cn1
(9) O=C(Nc1cccc(NC(=O)C2CCCO2)c1)C1CCCO1 (centres undefined)
(10) O=C(O)CCCC(=O)OCCc1cc2ccccc2c(=O)o1
(11) O=C(CN1C(=O)C2C3C=CC(C3)C2C1=O)Nc1cccc2c1CCCC2 (centres undefined)
(12) CCOC(=O)c1cccc(S(=O)(=O)N2CCOCC2)c1
Assay by compound	7	8	9	10	11	12
NR2E3 ag-1	-1	-19	7	-19	-36	1
PDI inh	-1	-12	-5	-7	-2	-2
Cardio protect	2	1	3	4	12	7
iPSC survival up	-1.5	1.3	-0.4	-1.3	2.0	4.6
CaV13 ICDI inh	-6	-9	-4	-11	·	-4
TRPM1 prom inh	-3	-3	-4	-5	-2	-3
Shn3 3UTR inh	-31	9	-8	-18	11	4
NR2E3 ag-2	·	-1	2	·	-3	0
HIF-2a block	5	-66	7	10	9	15
Peg3 prom inh	0	-57	13	9	9	1
m5-HT2A agonist	1	-10	4	1	-4	4

(13) Cc1ccc(OCCOCCN2CCCCC2)c([N+](=O)[O-])c1
(14) CCOC(=O)C1C(c2cccs2)NC(=O)NC1(O)C(F)(F)F (centres undefined)
(15) COc1ccc(-c2cnc3c(NC(C)=O)cc(-c4ccsc4)cn23)cc1OC
(16) CC(C)C(=O)Nc1nnc(Sc2ccc(N(C)C)cc2)s1
(17) CCCCn1c(N)c(N(CC(C)C)C(=O)CC2CCCC2)c(=O)[nH]c1=O
(18) Cc1ccccc1CNS(=O)(=O)c1ccc2c(c1)C(C)(C)C(=O)N2C
Assay by compound	13	14	15	16	17	18
NR2E3 ag-1	7	7	-11	-3	22	6
PDI inh	8	-1	2	-9	4	1
Cardio protect	-3	1	32	-2	0	6
iPSC survival up	6.7	-2.8	-2.6	3.1	-0.1	-0.4
CaV13 ICDI inh	1	-8	·	-3	-4	-3
TRPM1 prom inh	3	2	·	1	-6	4
Shn3 3UTR inh	4	6	36	5	0	17
NR2E3 ag-2	6	3	·	2	1	0
HIF-2a block	11	11	-1	5	2	16
Peg3 prom inh	7	11	19	1	-4	-5
m5-HT2A agonist	0	-5	4	1	3	-5

A draw from above in order of heavy-atom count, ascending.
(16) CC(C)C(=O)Nc1nnc(Sc2ccc(N(C)C)cc2)s1
(13) Cc1ccc(OCCOCCN2CCCCC2)c([N+](=O)[O-])c1
(15) COc1ccc(-c2cnc3c(NC(C)=O)cc(-c4ccsc4)cn23)cc1OC
Assay by compound	16	13	15
NR2E3 ag-1	-3	7	-11
PDI inh	-9	8	2
Cardio protect	-2	-3	32
iPSC survival up	3.1	6.7	-2.6
CaV13 ICDI inh	-3	1	·
TRPM1 prom inh	1	3	·
Shn3 3UTR inh	5	4	36
NR2E3 ag-2	2	6	·
HIF-2a block	5	11	-1
Peg3 prom inh	1	7	19
m5-HT2A agonist	1	0	4

Additional results follow:
(19) O=c1oc(=S)oc2c1[C@H](c1ccc(Cl)cc1)O[C@H](C1CCCC1)C2
(20) Cc1cc(C)nc(SCCn2c(N3CCCCC3)nc3c2c(=O)n(C)c(=O)n3C)n1
(21) Cc1cccc(N2CCN(Cc3nc(C4CC4)no3)CC2)n1
(22) Cc1cc(=O)oc2c(C)c(OC(=O)c3ccco3)ccc12
(23) COc1ccc(CCNc2ccc(S(=O)(=O)N3CCN(C)CC3)cc2[N+](=O)[O-])cc1
(24) CC(=O)c1ccc(N2CCN(S(=O)(=O)c3c(C(=O)N4CCCC4)c(C)n(C)c3C)CC2)cc1
Assay by compound	19	20	21	22	23	24
NR2E3 ag-1	4	-29	3	14	29	-6
PDI inh	·	11	-2	-16	0	-8
Cardio protect	·	-4	13	44	-4	3
iPSC survival up	-0.2	0.0	-0.2	0.2	-0.4	0.0
CaV13 ICDI inh	-4	-5	-2	-6	-7	-6
TRPM1 prom inh	·	0	-4	6	5	-53
Shn3 3UTR inh	·	-5	-20	1	19	-2
NR2E3 ag-2	·	-1	0	0	0	-3
HIF-2a block	7	18	-1	7	11	-15
Peg3 prom inh	·	10	4	8	13	-41
m5-HT2A agonist	1	1	2	2	-4	6

(25) CCOC(=O)N1CCC(NC(=O)c2ccc(CS(=O)(=O)c3c(Cl)cccc3Cl)o2)CC1
(26) CCc1ccc2oc(=O)cc(CN(C)Cc3ccccc3)c2c1
(27) O=C(NCCc1cn2ccccc2n1)C1CCCCC1
(28) Cc1c(C(=O)N(C)CC(=O)Nc2cccc(F)c2)oc2c(Cl)cccc12
(29) Cc1ccc(C(=O)Cn2nc(C)c([N+](=O)[O-])c2C)c(C)c1
(30) O=C(Nc1ccc(Cl)cc1)OCc1cc(-c2ccccc2Cl)on1
Assay by compound	25	26	27	28	29	30
NR2E3 ag-1	-29	0	-16	9	-38	-10
PDI inh	·	15	·	5	-3	-2
Cardio protect	-1	0	15	-8	16	-5
iPSC survival up	-0.6	6.5	-1.4	-0.3	0.5	-3.7
CaV13 ICDI inh	-2	-5	-3	·	·	·
TRPM1 prom inh	3	-5	-22	15	-27	-18
Shn3 3UTR inh	-4	-4	-14	-11	-16	-13
NR2E3 ag-2	-2	-2	3	1	3	-2
HIF-2a block	2	18	-2	39	-107	-40
Peg3 prom inh	0	6	13	36	-67	-57
m5-HT2A agonist	-1	-6	1	0	-1	-2

(31) COc1ccc(S(=O)(=O)NCCSCc2cccc(C)c2)cc1Br
(32) CCn1c(SCC(=O)NC2CC2)nc2ccccc21
(33) COc1cc(OC)c(C(=O)COc2ncnc3ccccc23)c(OC)c1
(34) Cc1cc(Cl)ccc1NC(=O)c1ccc2c(c1)OCO2
(35) CCCCc1nc(SCC(=O)N2CCCCC2)c2c(=O)n(C)c(=O)n(C)c2n1
(36) CCOc1ccccc1N(CC(=O)Nc1ccccc1C(=O)N1CCCC1)S(C)(=O)=O
Assay by compound	31	32	33	34	35	36
NR2E3 ag-1	17	14	3	-74	-11	-13
PDI inh	-6	-2	-8	-21	-2	-5
Cardio protect	-17	9	8	-10	5	14
iPSC survival up	0.4	-1.9	-0.6	0.2	1.1	-0.8
CaV13 ICDI inh	-4	-14	0	-2	-7	-5
TRPM1 prom inh	-4	·	-1	-68	1	-2
Shn3 3UTR inh	17	2	-3	-120	4	7
NR2E3 ag-2	-1	·	4	0	-1	0
HIF-2a block	28	5	17	-343	12	2
Peg3 prom inh	20	0	15	-323	13	1
m5-HT2A agonist	-8	-1	2	-2	-8	1

(37) CS(=O)(=O)N1CCCC(C(=O)Nc2ccccc2Cl)C1 (centres undefined)
(38) Cc1nc2ccccc2n1S(=O)(=O)c1cc(C(=O)O)ccc1Cl
(39) O=[N+]([O-])c1ccc(Cl)c(CN2CCN(c3ncccn3)CC2)c1
(40) CCOc1ccc(NS(=O)(=O)c2cc(C)c(C)cc2C)cc1
(41) CN(C)C1(CNC(=O)c2cccc(S(=O)(=O)Nc3ccc(Br)cc3)c2)CCCCC1
(42) Nc1cc(-c2nc3ncccc3o2)ccc1Cl
Assay by compound	37	38	39	40	41	42
NR2E3 ag-1	-2	-12	-12	-12	2	-101
PDI inh	-1	-8	-1	6	4	-12
Cardio protect	-2	13	-6	-24	0	-2
iPSC survival up	-0.1	0.0	-0.3	-1.1	-0.1	0.1
CaV13 ICDI inh	7	-3	-5	-3	-6	-9
TRPM1 prom inh	11	4	-3	-1	-14	-77
Shn3 3UTR inh	-9	0	-20	11	-2	-96
NR2E3 ag-2	2	-1	-2	-2	-1	3
HIF-2a block	10	19	16	12	3	-293
Peg3 prom inh	9	6	9	19	-1	-246
m5-HT2A agonist	-1	1	5	-1	-9	12

(43) CCN(C(=O)COC(=O)c1ccccc1Cc1ccccc1)c1c(N)n(Cc2ccccc2)c(=O)[nH]c1=O
(44) CN1CCc2cc(O)c(O)cc2C(c2ccccc2)C1 (centres undefined)
(45) CCN(CC)C(=O)CSc1nc(O)cc(=O)n1C
(46) COc1ccccc1/C=C1\N=C(C(C)(C)C)OC1=O
(47) Cc1cccc(CSCCNC(=O)c2ccc(N(C)S(=O)(=O)c3ccccc3)cc2)c1
Assay by compound	43	44	45	46	47
NR2E3 ag-1	4	-18	-16	-2	12
PDI inh	3	-7	-8	3	5
Cardio protect	3	54*	-6	-2	-12
iPSC survival up	-0.5	1.9	-1.1	0.0	4.3
CaV13 ICDI inh	-2	-5	-6	-5	-3
TRPM1 prom inh	16	-3	-3	-2	4
Shn3 3UTR inh	6	-27	5	5	8
NR2E3 ag-2	·	1	-1	6	1
HIF-2a block	27	2	15	10	21
Peg3 prom inh	18	-1	16	-8	26
m5-HT2A agonist	1	17*	-1	8	-9

From entry 1 up to 2, copied from above:
(1) Cc1cccn2c(=O)c(C(=O)NCCCN3CCCCC3C)c(O)nc12 (centres undefined)
(2) CCOc1ccc(NC(=O)CN(C)c2ccc(S(=O)(=O)N(C(C)C)C(C)C)cn2)cc1OCC
Assay by compound	1	2
NR2E3 ag-1	15	1
PDI inh	-2	-1
Cardio protect	2	-2
iPSC survival up	0.5	3.4
CaV13 ICDI inh	-3	0
TRPM1 prom inh	-8	10
Shn3 3UTR inh	12	17
NR2E3 ag-2	-3	-3
HIF-2a block	19	15
Peg3 prom inh	4	31
m5-HT2A agonist	2	0
